# INS-1E ATP HTS – preserves ATP levels in cytokine-treated INS-1E cells. INS-1E cytokine-induced death, ATP luminescence, 48 h; normalised: neutral wells 0, positive control 100. protection from cytokine-induced ATP loss, % at 10 µM. 20,000 compounds, 0.1% hits. AID 488910;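 active means mean replicate protection from cytokine-induced ATP loss at least 50% and at least 75% of replicates each reaching 50%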
#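 Assay system: INS-1E rat insulinoma cells. Amount: 8000 cells per well. Medium: phenol-red-free RPMI with 5% fetal bovine serum. Reagent: IL-1β, TNF-α and IFN-γ cytokine mix. Doses: one compound concentration, pin transfer. Schedule: 48 h co-treatment, 10 min post-lysis read. Detection: CellTiter-Glo luminescence measuring cellular ATP.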
# T cruzi intra – blocks T. cruzi growth inside host cells; intracellular Trypanosoma cruzi in host cells, plate reader; AID 651903; activity score (inhibition), % at 5.01 µM; 22,000 compounds, 4.9% hits; in the data active means activity score above about 55%;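 further: parasites and compound incubated about four days before reading; 0% = median of neutral control wells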
# Numbers without * were called inactive; / = no result given.
Molecule,INS-1E ATP HTS,T cruzi intra
COc1ccc(NC(=O)N(C)C[C@H]2Oc3ccc(NC(=O)NC4CCCCC4)cc3C(=O)N([C@H](C)CO)C[C@H]2C)cc1,11,3
C[C@@H]1CN([C@H](C)CO)C(=O)c2cccc(NS(=O)(=O)c3ccccc3)c2O[C@H]1CN(C)Cc1ccc(-c2ccccc2)cc1,7,9
C[C@H](CO)N1C[C@H](C)[C@@H](CN(C)Cc2ccc(Oc3ccccc3)cc2)Oc2ccc(NC(=O)Nc3cccc4ccccc34)cc2C1=O,-12,15
COc1ccc(NC(=O)Nc2ccc3c(c2)CC(=O)N([C@@H](C)CO)C[C@@H](C)[C@@H](CN(C)C(=O)Nc2ccc(C(F)(F)F)cc2)O3)cc1,-6,12
C[C@H](CO)N1C[C@H](C)[C@H](CN(C)C(=O)Cc2ccccc2)OCc2cn(nn2)CCCC1=O,-2,-23
CNC[C@H]1Oc2c(NS(=O)(=O)c3ccc(F)cc3)cccc2C(=O)N([C@@H](C)CO)C[C@@H]1C,1,-17
C[C@@H]1CCCCO[C@H](CN(C)Cc2ccncc2)[C@@H](C)CN([C@H](C)CO)C(=O)c2cc(NC(=O)Nc3cccc4ccccc34)ccc2O1,-13,/
C[C@H]1CN([C@@H](C)CO)C(=O)Cc2cc(NC(=O)Nc3cccc4ccccc34)ccc2O[C@H]1CN(C)S(=O)(=O)c1cccs1,-2,6
C[C@H](CO)N1C[C@H](C)[C@H](CN(C)Cc2ccccc2)Oc2ccc(NC(=O)Cc3ccccc3)cc2CC1=O,-4,29
COc1ccc(NC(=O)Nc2ccc3c(c2)C(=O)N([C@@H](C)CO)C[C@@H](C)[C@@H](CN(C)CC2CCCCC2)O3)cc1,3,-13
C[C@H](CO)N1C[C@H](C)[C@@H](CN(C)S(=O)(=O)c2cccs2)Oc2c(NS(C)(=O)=O)cccc2C1=O,7,-19
C[C@H]1CN([C@@H](C)CO)C(=O)c2cc(NS(=O)(=O)c3ccccc3)ccc2O[C@H]1CN(C)C(=O)NC1CCCCC1,-7,10
Cc1ccc(S(=O)(=O)N(C)C[C@@H]2OCc3cnnn3CCCC(=O)N([C@H](C)CO)C[C@H]2C)cc1,/,-7
C[C@@H]1CN([C@@H](C)CO)C(=O)c2cc(NC(=O)CCN3CCOCC3)ccc2O[C@H]1CN(C)Cc1ccncc1,10,-16
C[C@H](CO)N1C[C@H](C)[C@H](CN(C)CC2CCCCC2)Oc2c(NC(=O)c3nc4ccccc4s3)cccc2C1=O,-31,66*
C[C@@H]1CN([C@@H](C)CO)C(=O)c2cccc(NC(=O)c3nc4ccccc4s3)c2O[C@H]1CN(C)CC1CC1,-20,-20
COc1ccc(NC(=O)Nc2cccc3c2O[C@@H](CN(C)C(=O)NC(C)C)[C@H](C)CN([C@@H](C)CO)C3=O)cc1,13,-11
C[C@H]1CN([C@@H](C)CO)C(=O)c2cccc(NC(=O)c3ccncc3)c2O[C@@H]1CN(C)Cc1ccc(-c2ccccc2)cc1,-16,79*
COc1ccc(NC(=O)Nc2cccc3c2O[C@H](CN(C)S(=O)(=O)c2ccc(C)cc2)[C@@H](C)CN([C@@H](C)CO)C3=O)cc1,-2,44
C[C@H](CO)N1C[C@H](C)[C@H](CN(C)S(=O)(=O)c2cn(C)cn2)Oc2ccc(NC(=O)Nc3ccc4c(c3)OCO4)cc2C1=O,1,1

# Whole records as entered above.
# `C[C@H]1CN([C@@H](C)CO)C(=O)c2cc(NS(=O)(=O)c3ccccc3)ccc2O[C@H]1CN(C)C(=O)NC1CCCCC1` is listed with INS-1E ATP HTS: -7; T cruzi intra: 10
# `C[C@H]1CN([C@@H](C)CO)C(=O)c2cccc(NC(=O)c3ccncc3)c2O[C@@H]1CN(C)Cc1ccc(-c2ccccc2)cc1` is listed with INS-1E ATP HTS: -16; T cruzi intra: 79*

# Next section
Molecule,INS-1E ATP HTS,T cruzi intra
C[C@H]1CN([C@@H](C)CO)C(=O)c2cccc(NC(=O)Nc3ccccc3)c2O[C@@H]1CN(C)Cc1ccccc1,-11,15
Cc1noc(C)c1S(=O)(=O)Nc1ccc2c(c1)C(=O)N([C@@H](C)CO)C[C@@H](C)[C@H](CN(C)Cc1ccc(C(=O)O)cc1)O2,7,4
CC(C)NC(=O)Nc1ccc2c(c1)C(=O)N([C@H](C)CO)C[C@H](C)[C@@H](CN(C)Cc1ccc(C(F)(F)F)cc1)OCCCC[C@@H](C)O2,-17,-28
C[C@H](CO)N1C[C@H](C)[C@@H](CN(C)C(=O)Nc2ccc(F)cc2)Oc2c(NC(=O)Nc3ccccc3)cccc2C1=O,9,-7
C[C@@H]1CN([C@H](C)CO)C(=O)c2cccc(NC(=O)Nc3ccccc3)c2O[C@H]1CN(C)C(=O)Nc1ccc(F)cc1,18,10
C[C@@H]1CCCCO[C@H](CN(C)C(=O)Cc2ccccc2)[C@@H](C)CN([C@H](C)CO)C(=O)c2cc(NS(=O)(=O)c3ccc(F)cc3)ccc2O1,2,-5
CC(C)NC(=O)Nc1ccc2c(c1)CC(=O)N([C@@H](C)CO)C[C@H](C)[C@H](CN(C)C(=O)Nc1ccc3c(c1)OCO3)O2,8,-34
COc1ccc(CN(C)C[C@H]2Oc3c(NC(=O)c4cnccn4)cccc3C(=O)N([C@H](C)CO)C[C@@H]2C)cc1,-6,-1
C[C@@H]1CCCCO[C@H](CN(C)S(=O)(=O)c2ccc(F)cc2)[C@@H](C)CN([C@H](C)CO)C(=O)c2cc(NC(=O)Nc3ccc(C(F)(F)F)cc3)ccc2O1,-36,64*
COc1ccc(CN(C)C[C@H]2Oc3ccc(NC(=O)NC4CCCCC4)cc3C(=O)N([C@H](C)CO)C[C@@H]2C)cc1,-4,2
Cc1noc(C)c1NC(=O)N(C)C[C@@H]1Oc2ccc(NS(=O)(=O)c3ccc(F)cc3)cc2C(=O)N([C@@H](C)CO)C[C@H]1C,0,-14
C[C@@H]1CN([C@H](C)CO)C(=O)Cc2cc(NC(=O)Cc3cn(C)c4ccccc34)ccc2O[C@@H]1CN(C)S(C)(=O)=O,11,3
C[C@@H]1CN([C@H](C)CO)C(=O)Cc2cc(NC(=O)c3ccncc3)ccc2O[C@@H]1CN(C)S(=O)(=O)c1cn(C)cn1,1,6
C[C@H](CO)N1C[C@H](C)[C@@H](CN(C)S(=O)(=O)c2ccc(F)cc2)Oc2c(NC(=O)C3CC3)cccc2C1=O,12,-2
C[C@H](CO)N1C[C@H](C)[C@H](CN(C)C(=O)Nc2ccccc2)Oc2c(NS(C)(=O)=O)cccc2C1=O,12,-14
C[C@@H]1CN([C@H](C)CO)C(=O)c2cc(NC(=O)c3ccncc3)ccc2O[C@H]1CN(C)S(=O)(=O)c1ccc(F)cc1,7,-8
C[C@@H]1CCCCO[C@H](CN(C)C(=O)Nc2ccc(C(F)(F)F)cc2)[C@@H](C)CN([C@H](C)CO)C(=O)c2cc(NS(=O)(=O)c3cccs3)ccc2O1,0,/
C[C@H]1CN([C@@H](C)CO)C(=O)c2cccc(NC(=O)Nc3ccc(C(F)(F)F)cc3)c2O[C@H]1CN(C)C(=O)Nc1ccc(C(F)(F)F)cc1,-3,48
COc1ccc(S(=O)(=O)Nc2cccc3c2O[C@@H](CN(C)Cc2ccc(-c4ccccc4)cc2)[C@@H](C)CN([C@H](C)CO)C3=O)cc1,-24,24
C[C@@H]1CN([C@H](C)CO)C(=O)Cc2cc(NS(=O)(=O)c3ccc(F)cc3)ccc2O[C@@H]1CN(C)Cc1ccc(-c2ccccc2)cc1,-25,68*
C[C@@H]1CN([C@H](C)CO)C(=O)c2cc(N(C)C)ccc2O[C@@H]1CN(C)C(=O)Nc1ccc(F)cc1,1,-6
CNC[C@H]1Oc2ccc(NS(=O)(=O)c3ccc(F)cc3)cc2CC(=O)N([C@@H](C)CO)C[C@H]1C,3,1
Cc1noc(C)c1S(=O)(=O)Nc1ccc2c(c1)CC(=O)N([C@@H](C)CO)C[C@H](C)[C@H](CN(C)CC1CCCCC1)O2,-3,3
C[C@H](CO)N1C[C@H](C)[C@@H](CN(C)S(C)(=O)=O)Oc2c(NC(=O)c3ccc(-c4nccs4)cc3)cccc2C1=O,3,-3
C[C@@H]1CN([C@@H](C)CO)C(=O)c2cccc(NC(=O)C3CCCCC3)c2O[C@@H]1CN(C)CC1CC1,-5,-29
C[C@H](CO)N1C[C@H](C)[C@H](CN(C)CC2CCCCC2)OCc2cnnn2CCCC1=O,/,-18
C[C@@H]1CCCCO[C@@H](CN(C)Cc2ccc(C(=O)Nc3ccccc3N)cc2)[C@@H](C)CN([C@H](C)CO)C(=O)c2cc(NC(=O)Nc3ccc(F)cc3)ccc2O1,-3,9
C[C@H](CO)N1C[C@H](C)[C@@H](CN(C)Cc2ccc(Oc3ccccc3)cc2)Oc2ccc(NS(=O)(=O)c3ccc(F)cc3)cc2C1=O,-23,36
C[C@@H]1CN([C@H](C)CO)C(=O)Cc2cc(NC(=O)CCCN(C)C)ccc2O[C@@H]1CN(C)CC1CCCCC1,3,-8
C[C@@H]1CCCCO[C@H](CN(C)CC2CC2)[C@@H](C)CN([C@H](C)CO)C(=O)c2cc(NC(=O)CCC(F)(F)F)ccc2O1,0,-10
C[C@H](CO)N1C[C@H](C)[C@H](CN(C)C(=O)NC2CCCCC2)OCc2cn(nn2)CCCC1=O,/,-17
COc1ccc(S(=O)(=O)Nc2ccc3c(c2)C(=O)N([C@H](C)CO)C[C@H](C)[C@@H](CN(C)Cc2ccc(C(=O)O)cc2)O3)cc1,6,-15
Cc1noc(C)c1NC(=O)Nc1ccc2c(c1)CC(=O)N([C@H](C)CO)C[C@@H](C)[C@@H](CN(C)Cc1ccc(Oc3ccccc3)cc1)O2,-17,-24
C[C@@H]1CN([C@@H](C)CO)C(=O)Cc2cc(NC(=O)Cc3ccccc3)ccc2O[C@@H]1CN(C)C(=O)Nc1ccc(C(F)(F)F)cc1,-7,13
C[C@@H]1CN([C@H](C)CO)C(=O)Cc2cc(NS(C)(=O)=O)ccc2O[C@H]1CN(C)C(=O)Nc1cccc2ccccc12,-3,-19
C[C@@H]1CCCCO[C@@H](CN(C)S(=O)(=O)c2ccc(Cl)cc2)[C@@H](C)CN([C@H](C)CO)C(=O)c2cc(NC(=O)CCC(F)(F)F)ccc2O1,1,-2
Cc1noc(C)c1S(=O)(=O)Nc1cccc2c1O[C@@H](CN(C)C(=O)Nc1ccccc1)[C@@H](C)CN([C@@H](C)CO)C2=O,8,-5
C[C@@H]1CN([C@H](C)CO)C(=O)Cc2cc(NS(=O)(=O)c3ccc(F)cc3)ccc2O[C@@H]1CN(C)Cc1ccc2c(c1)OCO2,-2,41
Cc1noc(C)c1S(=O)(=O)N(C)C[C@@H]1Oc2ccc(N(C)C)cc2CC(=O)N([C@H](C)CO)C[C@H]1C,-5,/
C[C@H]1CN([C@@H](C)CO)C(=O)c2cccc(NC(=O)c3nc4ccccc4s3)c2O[C@@H]1CN(C)C(=O)Nc1ccc(C(F)(F)F)cc1,-12,74*
C[C@H]1CN([C@@H](C)CO)C(=O)Cc2cc(NC(=O)CCC(F)(F)F)ccc2O[C@H]1CN(C)Cc1ccccc1,-8,8
C[C@@H]1CN([C@H](C)CO)C(=O)c2cccc(NC(=O)CCCCCC(=O)Nc3ccccc3N)c2O[C@@H]1CN(C)S(=O)(=O)c1cn(C)cn1,-9,-18
Cc1noc(C)c1S(=O)(=O)Nc1cccc2c1O[C@@H](CN(C)Cc1ccc(Cl)c(Cl)c1)[C@@H](C)CN([C@@H](C)CO)C2=O,2,-11
C[C@@H]1CN([C@@H](C)CO)C(=O)c2cc(NS(=O)(=O)c3ccc(F)cc3)ccc2O[C@H]1CN(C)S(=O)(=O)c1ccc(Cl)cc1,2,1
C[C@@H]1CN([C@@H](C)CO)C(=O)CCCn2nncc2CO[C@@H]1CN(C)C(=O)Nc1ccc(C(C)(C)C)cc1,/,-6
C[C@H]1CN([C@@H](C)CO)C(=O)c2cc(NC(=O)C3CCCCC3)ccc2O[C@H]1CN(C)CC1CCCCC1,/,-13
C[C@H]1CN([C@@H](C)CO)C(=O)c2cc(NC(=O)CCCCCC(=O)Nc3ccccc3N)ccc2O[C@@H]1CN(C)C(=O)Nc1ccc(C(F)(F)F)cc1,7,-67
C[C@@H]1CN([C@@H](C)CO)C(=O)CCCn2cc(nn2)CO[C@@H]1CN(C)S(=O)(=O)c1ccc(C#N)cc1,3,-6
C[C@H](CO)N1C[C@H](C)[C@H](CN(C)S(=O)(=O)c2cccs2)Oc2ccc(NC(=O)CCN3CCOCC3)cc2CC1=O,12,6
COc1ccc(CN(C)C[C@@H]2Oc3ccc(NC(=O)Nc4cccc5ccccc45)cc3CC(=O)N([C@H](C)CO)C[C@@H]2C)cc1,-4,19
C[C@@H]1CCCCO[C@@H](CN(C)S(C)(=O)=O)[C@@H](C)CN([C@H](C)CO)C(=O)c2cc(NC(=O)NC3CCCCC3)ccc2O1,-1,3
C[C@H]1CN([C@@H](C)CO)C(=O)c2cccc(NC(=O)C3CCOCC3)c2O[C@H]1CN(C)S(=O)(=O)c1ccc(Cl)cc1,0,-54
CNC[C@@H]1Oc2c(NS(=O)(=O)c3ccc(Cl)cc3)cccc2C(=O)N([C@@H](C)CO)C[C@@H]1C,5,-11
